Source: PubChem BioAssay
PRC2 inh = EZH2/PRC2 methyltransferase inhibitors, primary screen, biochemical, DELFIA time-resolved fluorescence, single point | Histone-lysine N-methyltransferase EZH2 (Homo sapiens), Q15910 | PRC2 H3K27 methylation, DELFIA TRF, 1 h | inhibition, % at 12.5 µM | 0.35% of 57,000 active;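 active means mean inhibition of replicates at least 50% and every single replicate also reaching 50%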;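 further: dimethyl H3K27 on biotinylated H3 21-44 peptide detected by antibody; plate controls were median neutral control wells for no effect and median positive control wells for full effect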
Target sequence (Q15910 whole entry, looked up): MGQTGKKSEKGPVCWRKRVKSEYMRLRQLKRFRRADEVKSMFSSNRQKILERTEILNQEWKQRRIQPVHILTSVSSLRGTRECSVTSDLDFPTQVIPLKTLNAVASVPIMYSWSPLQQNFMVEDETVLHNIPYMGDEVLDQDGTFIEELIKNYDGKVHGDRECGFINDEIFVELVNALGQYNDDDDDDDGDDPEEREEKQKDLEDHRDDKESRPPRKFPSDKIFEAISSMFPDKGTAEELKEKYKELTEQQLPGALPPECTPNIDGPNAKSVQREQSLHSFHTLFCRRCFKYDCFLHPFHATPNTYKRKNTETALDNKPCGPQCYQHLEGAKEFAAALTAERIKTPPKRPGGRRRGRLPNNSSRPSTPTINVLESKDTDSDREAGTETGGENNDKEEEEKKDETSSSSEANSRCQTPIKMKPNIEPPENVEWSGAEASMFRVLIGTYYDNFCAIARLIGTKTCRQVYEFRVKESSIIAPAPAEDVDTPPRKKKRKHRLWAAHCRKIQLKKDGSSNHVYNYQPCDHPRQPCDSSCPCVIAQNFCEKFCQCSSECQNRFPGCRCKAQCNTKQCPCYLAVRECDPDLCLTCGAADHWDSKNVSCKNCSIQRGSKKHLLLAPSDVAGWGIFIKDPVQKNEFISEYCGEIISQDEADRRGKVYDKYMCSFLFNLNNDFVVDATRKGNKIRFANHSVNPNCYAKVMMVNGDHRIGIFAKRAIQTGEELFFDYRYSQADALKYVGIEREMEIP
IDH1 R132H inh = inhibitors of IDH1 R132H reductase, primary screen, biochemical, plate reader, single point | 0.18% of 70,000 active | inhibition, % at 10 µM | Isocitrate dehydrogenase [NADP] cytoplasmic (Homo sapiens), O75874 | diaphorase/resazurin fluorescence, 60 min; in the data active means inhibition above about 34%;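 further: 0% = DMSO and 100% = no enzyme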
Starred values were filed as active, the others as inactive; . = not tested or not shown; & = joins results of further samples. Not all compounds are listed; rates above refer to the full screens.

The opening 13 records, ahead of the listing:
SMILES	PRC2 inh	IDH1 R132H inh
C[C@@H]1CCCCO[C@@H](CN(C)CC2CCCCC2)[C@H](C)CN([C@@H](C)CO)C(=O)c2cc(NC(=O)C3CCCCC3)ccc2O1	.	27.2
CO[C@H]1CN(C)C(=O)c2cc(NS(=O)(=O)c3ccc(Cl)cc3)ccc2OC[C@@H](C)N(C)C[C@@H]1C	0.8	0.1
CCCC(=O)Nc1ccc2c(c1)OC[C@@H](C)N(Cc1ccccc1)C[C@H](C)[C@@H](OC)CN(C)C2=O	-9.8	0.0
CN(C)CCCNC(=O)C[C@H]1C=C[C@@H](NC(=O)c2ccccc2F)[C@H](CO)O1	-1.6	-0.1
C[C@H]1CN([C@@H](C)CO)C(=O)c2cccc(NS(=O)(=O)c3cccs3)c2O[C@H]1CN(C)C(=O)Nc1ccc(F)cc1	.	0.8
C[C@H]1CN([C@@H](C)CO)C(=O)c2cc(-c3cccc(F)c3)cnc2O[C@H]1CN(C)Cc1cccnc1	.	1.3
Cc1ccc(S(=O)(=O)N[C@@H]2CC[C@@H](CC(=O)NCc3ccncn3)O[C@@H]2CO)cc1	5.9	-0.4
CC(C)C#Cc1ccc2c(c1)O[C@H](CN(C)CC1CC1)[C@H](C)CN([C@H](C)CO)S2(=O)=O	-32.6	-0.8
C[C@H]1CN([C@@H](C)CO)C(=O)c2cc(NC(=O)Nc3ccccc3)ccc2O[C@H]1CN(C)Cc1ccccc1	-4.6	-0.4
Cc1ccc(S(=O)(=O)N[C@@H]2CC[C@@H](CCNC(=O)CN3CCOCC3)O[C@@H]2CO)cc1	-1.1	0.5
COc1cccc(NC(=O)N[C@@H]2CC[C@@H](CC(=O)NCc3ccccn3)O[C@H]2CO)c1	2.6	0.0
CO/N=[N+](\[O-])N(C)CC(C)O (stereo unspecified)	-5.0	.
C[C@@H]1CN([C@@H](C)CO)C(=O)c2cc(NS(=O)(=O)c3ccccc3)ccc2O[C@H]1CN(C)Cc1ccc(C(F)(F)F)cc1	-8.8	.

The listing, repeating the preview:
SMILES	PRC2 inh	IDH1 R132H inh
C[C@@H]1CCCCO[C@@H](CN(C)CC2CCCCC2)[C@H](C)CN([C@@H](C)CO)C(=O)c2cc(NC(=O)C3CCCCC3)ccc2O1	.	27.2
CO[C@H]1CN(C)C(=O)c2cc(NS(=O)(=O)c3ccc(Cl)cc3)ccc2OC[C@@H](C)N(C)C[C@@H]1C	0.8	0.1
CCCC(=O)Nc1ccc2c(c1)OC[C@@H](C)N(Cc1ccccc1)C[C@H](C)[C@@H](OC)CN(C)C2=O	-9.8	0.0
CN(C)CCCNC(=O)C[C@H]1C=C[C@@H](NC(=O)c2ccccc2F)[C@H](CO)O1	-1.6	-0.1
C[C@H]1CN([C@@H](C)CO)C(=O)c2cccc(NS(=O)(=O)c3cccs3)c2O[C@H]1CN(C)C(=O)Nc1ccc(F)cc1	.	0.8
C[C@H]1CN([C@@H](C)CO)C(=O)c2cc(-c3cccc(F)c3)cnc2O[C@H]1CN(C)Cc1cccnc1	.	1.3
Cc1ccc(S(=O)(=O)N[C@@H]2CC[C@@H](CC(=O)NCc3ccncn3)O[C@@H]2CO)cc1	5.9	-0.4
CC(C)C#Cc1ccc2c(c1)O[C@H](CN(C)CC1CC1)[C@H](C)CN([C@H](C)CO)S2(=O)=O	-32.6	-0.8
C[C@H]1CN([C@@H](C)CO)C(=O)c2cc(NC(=O)Nc3ccccc3)ccc2O[C@H]1CN(C)Cc1ccccc1	-4.6	-0.4
Cc1ccc(S(=O)(=O)N[C@@H]2CC[C@@H](CCNC(=O)CN3CCOCC3)O[C@@H]2CO)cc1	-1.1	0.5
COc1cccc(NC(=O)N[C@@H]2CC[C@@H](CC(=O)NCc3ccccn3)O[C@H]2CO)c1	2.6	0.0
CO/N=[N+](\[O-])N(C)CC(C)O (stereo unspecified)	-5.0	.
C[C@@H]1CN([C@@H](C)CO)C(=O)c2cc(NS(=O)(=O)c3ccccc3)ccc2O[C@H]1CN(C)Cc1ccc(C(F)(F)F)cc1	-8.8	.
Cc1ccc(S(=O)(=O)N(C)C[C@H]2Oc3ncc(Br)cc3C(=O)N([C@H](C)CO)C[C@@H]2C)cc1	8.7&-4.7	-0.6
CCn1c(SCC(=O)c2ccc(Br)cc2)nnc1-c1ccncc1	-4.9	0.2
O=C(C[C@@H]1CC[C@H](NC(=O)c2ccccc2)[C@@H](CO)O1)Nc1ccc(-c2ccccc2)cc1	-6.0	-0.3
CO[C@@H]1CN(C)C(=O)c2ccc(NC(=O)c3ccc(F)cc3)cc2OC[C@H](C)N(C)C[C@@H]1C	3.5	0.0
COc1ccc(NC(=O)N(C)C[C@H]2Oc3c(NC(=O)Nc4c(C)noc4C)cccc3C(=O)N([C@H](C)CO)C[C@@H]2C)cc1	.	0.8
CCCC#Cc1ccc2c(c1)O[C@@H](CN(C)C(=O)c1ccccc1)[C@@H](C)CN([C@H](C)CO)S2(=O)=O	.	0.1
COCC(=O)N(C)C[C@H]1Oc2cc(C#CC3CC3)ccc2S(=O)(=O)N([C@H](C)CO)C[C@H]1C	-2.3	-3.9
C[C@H]1CN([C@@H](C)CO)C(=O)c2cccc(NS(=O)(=O)c3ccc(Cl)cc3)c2O[C@@H]1CN(C)C(=O)NC1CCCCC1	2.9	0.3
Cn1c(SCC(=O)Nc2ccccc2Cl)nnc1-c1ccc(Br)cc1	7.0	-0.1
C[C@@H]1CN([C@H](C)CO)S(=O)(=O)c2ccc(Br)cc2O[C@H]1CN(C)C(=O)Cc1ccccn1	2.9	.
CCCC(=O)Nc1ccc2c(c1)OC[C@H](C)N(C(=O)c1ccccc1F)C[C@@H](C)[C@H](OC)CN(C)C2=O	-5.4	-0.1
CCCC#Cc1cnc2c(c1)C(=O)N([C@H](C)CO)C[C@@H](C)[C@@H](CN(C)C(=O)NC1CCCC1)O2	.	-3.3

3 structures already listed, sorted by length of the SMILES, highest first.
SMILES	PRC2 inh	IDH1 R132H inh
C[C@H]1CN([C@@H](C)CO)C(=O)c2cccc(NS(=O)(=O)c3cccs3)c2O[C@H]1CN(C)C(=O)Nc1ccc(F)cc1	.	0.8
CCCC(=O)Nc1ccc2c(c1)OC[C@@H](C)N(Cc1ccccc1)C[C@H](C)[C@@H](OC)CN(C)C2=O	-9.8	0.0
CO[C@@H]1CN(C)C(=O)c2ccc(NC(=O)c3ccc(F)cc3)cc2OC[C@H](C)N(C)C[C@@H]1C	3.5	0.0

(next part)
SMILES	PRC2 inh	IDH1 R132H inh
OC(CCCN1CCCCC1)(c1ccccc1)c1ccccc1	1.5	-0.6
O=C(CSc1nc(O)cc(=O)n1-c1ccccc1F)Nc1ccc(Cl)cc1Cl	16.4	1.2
CCNC(=O)C[C@@H]1CC[C@H](NS(=O)(=O)c2ccc(F)cc2)[C@H](CO)O1	2.6	0.5
Oc1ccccc1C1=Nc2ccccc2N=C(c2ccc(Cl)cc2)C1	-2.2	-0.4
C[C@@H]1CCCCO[C@H](CN(C)C)[C@H](C)CN([C@H](C)CO)C(=O)c2cc(NS(=O)(=O)c3ccc(Cl)cc3)ccc2O1	-10.9	1.9
C[C@@H]1CN([C@@H](C)CO)C(=O)c2cc(/C=C/c3ccccc3)cnc2O[C@@H]1CN(C)S(=O)(=O)c1ccccc1F	.	-0.1
CCCNC(=O)C[C@H]1C[C@H]2c3cc(NC(=O)Nc4ccccc4F)ccc3O[C@H]2[C@H](CO)O1	-1.1	0.1
C[C@@H]1CN([C@@H](C)CO)C(=O)c2cccc(NC(=O)C3CCOCC3)c2O[C@@H]1CN(C)Cc1ccc(C(=O)Nc2ccccc2N)cc1	-17.4	.
C[C@@H]1CN([C@@H](C)CO)C(=O)c2cc(NS(=O)(=O)c3ccccc3)ccc2O[C@@H](C)CCCCO[C@H]1CN(C)C	-9.8	1.5
C[C@@H]1CN([C@@H](C)CO)C(=O)c2cc(NC(=O)CCC(F)(F)F)ccc2O[C@@H]1CN(C)C(=O)NC1CCCCC1	4.7	0.1
C[C@H](CO)N1C[C@H](C)[C@H](CN(C)Cc2ccc(-c3ccccc3)cc2)Oc2ccc(NC(=O)CCCCCC(=O)Nc3ccccc3N)cc2CC1=O	.	0.4
CNC[C@H]1Oc2ccc(NC(=O)NC3CCCCC3)cc2CC(=O)N([C@@H](C)CO)C[C@H]1C	-12.2	.
Cc1ccc(S(=O)(=O)Nc2cccc3c2O[C@@H](CN(C)Cc2ccc(-c4ccccc4)cc2)[C@H](C)CN([C@@H](C)CO)C3=O)cc1	.	0.1
COc1ccc(NC(=O)CSc2nc(-c3cccs3)cc(-c3ccsc3)c2C#N)cc1OC	-6.4	-0.6
C[C@H]1CN([C@@H](C)CO)C(=O)c2cc(-c3ccncc3)cnc2O[C@@H]1CN(C)C(=O)c1cccc(F)c1	.	0.2
CNC[C@@H]1Oc2ccc(NC(=O)Nc3ccc(C(F)(F)F)cc3)cc2C(=O)N([C@H](C)CO)C[C@H]1C	-3.6	4.4
CO[C@@H](CN(C)S(=O)(=O)c1ccc(C)cc1)[C@H](C)CN(C(=O)Nc1ccccc1F)[C@H](C)CO	6.2	-0.6
COc1ccccc1NC(=O)N[C@H]1CC[C@H](CCNS(=O)(=O)c2ccc(F)cc2)O[C@H]1CO	-2.7	0.0
COc1ccccc1C#Cc1ccc2c(c1)O[C@@H](CN(C)Cc1cccnc1)[C@H](C)CN([C@H](C)CO)S2(=O)=O	6.3	0.0
COc1ccc(S(=O)(=O)Nc2cccc3c2O[C@@H](CN(C)S(=O)(=O)c2ccc(Cl)cc2)[C@@H](C)CN([C@H](C)CO)C3=O)cc1	.	-8.4
C[C@@H]1CCCCO[C@@H](CN(C)S(=O)(=O)c2ccccc2)[C@@H](C)CN([C@@H](C)CO)C(=O)c2cc(NC(=O)C3CCCCC3)ccc2O1	.	-2.2
C[C@@H]1CCCCO[C@H](CN(C)S(=O)(=O)c2cccs2)[C@@H](C)CN([C@H](C)CO)C(=O)c2cc(NC(=O)c3ccncc3)ccc2O1	.	1.4
Cc1noc(C)c1NC(=O)N(C)C[C@H]1Oc2ccc(NC(=O)Cn3cnnn3)cc2C(=O)N([C@H](C)CO)C[C@H]1C	.	3.5
COc1ccc(NC(=O)CSc2nc3c(c(C(F)(F)F)c2C#N)CCC3)c(OC)c1	34.6	0.1
CCCCCC[C@H](O)[C@@H]1C[C@@H](O)C2=C(O1)[C@@H](O)CCC2=O	2.5	-1.0

Further structures.
SMILES	PRC2 inh	IDH1 R132H inh
COc1ccc(NC(=O)N(C)C[C@@H]2Oc3c(NC(=O)CCCCCC(=O)Nc4ccccc4N)cccc3C(=O)N([C@@H](C)CO)C[C@H]2C)cc1	0.9	.
C/C=C/c1cnc2c(c1)C(=O)N([C@H](C)CO)C[C@H](C)[C@H](CN(C)C(=O)C1CCOCC1)O2	12.9	0.0
C[C@H](CO)N1C[C@H](C)[C@H](CN(C)S(C)(=O)=O)Oc2ccc(NS(=O)(=O)c3cn(C)cn3)cc2C1=O	.	-0.4
CO[C@@H]1CN(C)C(=O)c2cc(NC(=O)Nc3ccccc3)ccc2OC[C@@H](C)N(CC2CC2)C[C@@H]1C	1.2	0.1
COCC(=O)N(C)C[C@H]1Oc2ncc(C#CC(C)(C)O)cc2C(=O)N([C@@H](C)CO)C[C@@H]1C	2.7	2.0
CC(C)NC(=O)N(C)C[C@H]1Oc2ccc(NC(=O)Nc3ccccc3)cc2CC(=O)N([C@H](C)CO)C[C@@H]1C	.	-1.2
C[C@@H]1CN([C@@H](C)CO)C(=O)Cc2cc(NC(=O)Nc3ccccc3)ccc2O[C@H]1CN(C)Cc1ccc2c(c1)OCO2	-39.5	0.1
Cn1c(SCC(=O)Nc2cc(C(F)(F)F)ccc2Cl)nnc1-c1cnccn1	-9.4	-0.3
COc1ccc(NC(=O)Nc2ccc3c(c2)C(=O)N([C@H](C)CO)C[C@H](C)[C@H](CN(C)C(=O)CCC(F)(F)F)OCCCC[C@@H](C)O3)cc1	.	2.6
C[C@@H]1CN([C@@H](C)CO)C(=O)c2cc(NS(=O)(=O)c3ccc(F)cc3)ccc2O[C@H]1CN(C)S(=O)(=O)c1ccccc1	.	0.0
COc1ccc(NC(=O)N(C)C[C@H]2OCCCC[C@@H](C)Oc3ccc(NC(=O)NC(C)C)cc3C(=O)N([C@@H](C)CO)C[C@H]2C)cc1	.	1.2
O=C(/C=C/c1ccccc1)CC(O)CCc1ccccc1 (stereo unspecified)	16.9	0.7
C[C@H](CO)N1C[C@H](C)[C@@H](CN(C)Cc2ccccc2)Oc2ccc(NC(=O)Cc3cn(C)c4ccccc34)cc2C1=O	-9.7	.
CCC(=O)N1C[C@@H](C)[C@H](OC)CN(C)C(=O)c2cc(NC(=O)c3cnccn3)ccc2OC[C@@H]1C	12.2	0.2
CCOc1ccc(OCC(=O)Nc2cc(C)c(Cl)cc2OC)cc1	23.5	-0.2
C[C@H](CO)N1C[C@H](C)[C@@H](CN(C)C(=O)Nc2ccccc2F)OCc2cnnn2CCCC1=O	12.6	0.4
C[C@H]1CN([C@@H](C)CO)C(=O)Cc2cc(NC(=O)Cn3cnnn3)ccc2O[C@H]1CN(C)Cc1ccc2c(c1)OCO2	.	3.7
CNC[C@@H]1Oc2ccc(NC(=O)Nc3ccc(C(F)(F)F)cc3)cc2C(=O)N([C@H](C)CO)C[C@@H]1C	-1.8	2.6
